Pf Dd2 growth: Plasmodium falciparum Dd2 growth inhibition; Potency, µM (series often up to 28.9 µM), for the others: at the top dose activity, negative = inhibition, actives largely listed as inhibitors; actives 4.3% (n = 120,000); P. falciparum Dd2 growth, SYBR Green, 72 h; active = well fitted inhibition curve with a large enough effect; inconclusive = small, poorly fitted or top-dose-only effect; inactive = no such curve, though single readings can be large or run the other way;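 also: plate controls were DMSO vehicle for no effect and reference drug for full effect; nearly all actives have a fitted effect of over 65% in size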
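Readout: SYBR Green fluorescence, 485 nm excitation, 535 nm emission, after ~16 h lysis at 37C. Before that, Dd2-infected red cells (2.5% hematocrit) grew 72 h with compound, 29 uM top final concentration.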
Numbers without * were called inactive; i = inactive; ? = inconclusive; [ ] = another dose, or the depositor's remark. Potency is read from the fitted curve at half-maximal effect.

canonical_smiles	Pf Dd2 growth
COCCOC1CN(C2CCN(C(=O)c3ccc(C)nc3)CC2)C12CCCCC2 (stereo unspecified)	i
Cc1cc2nc3n(c(=O)c2n1CC(=O)NCCC1=CCCCC1)CCC3	i
CC(=O)N(C1CC1)C1CCOC2(CCN(C(=O)COc3ccc(C)cc3)CC2)C1 (stereo unspecified)	?
Cc1ccc(-c2noc([C@@H]3Cc4nc[nH]c4CN3Cc3ccc(F)cc3)n2)cc1	-10%[44.1 µM]
O=C(CCc1ccc(-c2ccc(Cl)cc2)[nH]1)N1CC[C@H](CO)[C@H](O)C1	4%
CC(C)C(=O)N1CCC(O)(c2csc(CN3CCN(C)CC3)n2)CC1	12%[44.1 µM]
COC(=O)c1cc2n(n1)CCN(C(=O)C(C)Oc1ccccc1)C2 (stereo unspecified)	-1%
CSc1ncc(Cl)c(C(=O)Nc2c(C(=O)c3ccc(C)c(F)c3)oc3ccccc23)n1	34%[activator]
COc1ccc(CN(C)Cc2cccs2)cc1OCC(O)CN1CCN(C)CC1 (stereo unspecified)	?
CCc1ccc(-n2nc(C)c3c(C)cc(=O)n(CC(=O)Nc4ccc(F)cc4C)c32)cc1	25%
CC(C)(C)n1cnc2c(N3CC4CCC(C3)N4CC(F)(F)F)ncnc21	?
O=c1oc2c3c(ccc2c2ccccc12)OCN(Cc1ccc(Cl)cc1)C3	10µM*
O=C1NCCCCCCN(C(=O)c2cccs2)[C@H]2C[C@H](c3nc(-c4cnccn4)no3)C[C@@H]12	i
CCCCOc1ccccc1NC(=O)CC1Sc2ccccc2NC1=O (stereo unspecified)	i
Cc1ccc(S(=O)(=O)N(CC(=O)Nc2ccc(F)cc2F)Cc2ccc(F)cc2)cc1	?

A draw from above in order of molecular weight, ascending:
canonical_smiles	Pf Dd2 growth
COC(=O)c1cc2n(n1)CCN(C(=O)C(C)Oc1ccccc1)C2 (stereo unspecified)	-1%
Cc1cc2nc3n(c(=O)c2n1CC(=O)NCCC1=CCCCC1)CCC3	i
COc1ccc(CN(C)Cc2cccs2)cc1OCC(O)CN1CCN(C)CC1 (stereo unspecified)	?

Returning to the listing, repeating the two entries before the break.
canonical_smiles	Pf Dd2 growth
CCCCOc1ccccc1NC(=O)CC1Sc2ccccc2NC1=O (stereo unspecified)	i
Cc1ccc(S(=O)(=O)N(CC(=O)Nc2ccc(F)cc2F)Cc2ccc(F)cc2)cc1	?
CS(=O)(=O)N1C[C@H]2CCN(Cc3c(F)cccc3F)C[C@H]21	-21%
Cc1cc(C)c(Nc2nc3ccccc3n3c(C)nnc23)c(C)c1	?
Cc1ccccc1C(=O)NC1CCN(c2cc(-c3ccccc3)[nH]n2)C1 (stereo unspecified)	?
CCOc1ccc(NC(=O)Cn2cnc3c(oc4ccccc43)c2=O)cc1	1%
COc1ccc(-n2c(=O)[nH]c3cc(C(=O)NCCc4ccc(Cl)cc4)ccc3c2=O)cc1OC	?
COc1ccccc1-c1cn2c(n1)CO[C@@H](CNC(=O)NCc1ccccc1)C2	i
CCn1nccc1C(=O)N1CCCC(c2noc(COc3ccccc3F)n2)C1 (stereo unspecified)	2%
COc1cccc(S(=O)(=O)N2CCC([C@H]3[C@@H](OC)C(=O)N3C(C)C)CC2)c1	?
CCc1ccc(NC(=O)c2ccc(F)c(S(=O)(=O)NCc3ccc(Cl)c(Cl)c3)c2)cc1	i
CCc1ccccc1NC(=O)Cn1c(=O)n(CC2CCC(C(=O)NCCc3ccccc3)CC2)c(=O)c2ccccc21 (stereo unspecified)	-15%
COc1ccc(NC(=O)c2ccc3c(c2)OCC(=O)N(Cc2cnn(C)c2)C3)c(F)c1	i
COc1ccc(C(C)C)cc1CN1CCCC(CNC(C)=O)C1 (stereo unspecified)	?
COc1ccc(-c2cnc3n2CC(C(=O)NCCNC(C)=O)CC3)cc1 (stereo unspecified)	18%
COCCNC(=O)[C@@H]1C[C@H](Oc2ccccc2)CN1S(=O)(=O)c1cccs1	-22%
CCN1CCN(CCCNC(=O)c2cc3c(=O)n(C)c4ccccc4c3s2)CC1	3.2µM*
CCN(CC)Cc1cnc2c(C(=O)N3CCN(c4ncccn4)CC3)cnn2c1	9%
O=C1CC(c2ccccc2)Sc2ccccc2N1Cc1ccc(F)cc1 (stereo unspecified)	?
CCOc1ccc(CN2CCCCC23Cc2ccccc2CNC3=O)cc1 (stereo unspecified)	?
COc1cccc(CNc2ncnc3c2CN(C2CCCNCC2)C(=O)CN3C)c1 (stereo unspecified)	-10%
O=C1Nc2ccccc2OCC12CCN(Cc1ccc(C(F)(F)F)cc1)CC2	?
O=C(NCc1ccc2c(c1)OCO2)c1nc(-c2cccc(C(F)(F)F)c2)c2cnccn12	?
CCOCCCNC(=O)C(c1ccc(OC)cc1)N(Cc1ccc2c(c1)OCO2)C(=O)c1ccccc1O (stereo unspecified)	-19%
COc1cc2c(cc1Oc1ccccc1)NC(=O)C21CCN(c2ncc(C(C)C)cn2)CC1	i
Cc1ccc(NCc2cc3cc4c(cc3n(CC(=O)Nc3ccc(F)cc3F)c2=O)OCCO4)cc1	-12%
Cc1ccc(NC(=O)NC[C@H]2O[C@@H](CC(=O)NCCN(C)C)[C@H](O)[C@@H]2O)cc1	-19%[44.1 µM]
Cc1cc(C)cc(-c2ccccc2C=O)c1	-3%[44.1 µM]
Cc1cc(C)cc(NS(=O)(=O)c2ccc3c(c2)OCC(C(=O)N2CCCC2)O3)c1 (stereo unspecified)	?
Cc1cccc(N2CCN(C(=O)COCc3cc(-c4ccc5c(c4)OCO5)on3)CC2)c1C	26%
Cn1nc2n(c1=O)CCN(C(=O)c1ccc(F)cc1Cl)CC2	18%
COc1ccccc1-c1cc(N2CCOCC2=O)c2cncn2c1	?

Shown as labelled records: entries from further up
Cc1ccc(NC(=O)NC[C@H]2O[C@@H](CC(=O)NCCN(C)C)[C@H](O)[C@@H]2O)cc1
- Pf Dd2 growth: -19%[44.1 µM]
Cc1cc(C)cc(-c2ccccc2C=O)c1
- Pf Dd2 growth: -3%[44.1 µM]

Additional structures:
canonical_smiles	Pf Dd2 growth
COCc1nncn1C1CCN(C(=O)c2ccc(Cl)s2)CC1	-4%
Cc1ccncc1C(=O)N1CCCN(C(=O)C2CC2)C(c2ccccc2)CC(=O)NCC1 (stereo unspecified)	6%
C=C[C@H]1CN2CC[C@H]1C[C@@H]2CNC(=O)c1ccc(N(C)C)cc1	-5%[44.1 µM]
Cc1ccc(-c2nc3ncccn3c2Nc2ccc3c(c2)OCCO3)cc1	-21%
CN1CCC2(C1)CN(Cc1ccccc1)c1ccc(C(=O)NC3CC3)cc12 (stereo unspecified)	-5%[44.1 µM]
Cc1ccc(CN2CCCn3nc(C(=O)NCCc4cccc(C)c4)cc3C2=O)cc1	-21%
COc1ccc(Cn2cc(C(=O)c3ccc(OC)cc3)c(=O)c3cc4c(cc32)OCCO4)cc1	8.9µM*
Cc1nn2c(-c3ccccc3)cc(-c3ccccc3)nc2c1-c1ccc(Cl)cc1	-3%
Cc1ccc(CNC(=O)NCC2Cn3cccc3C(=O)N2C)cc1 (stereo unspecified)	-10%
O=C(c1nccc2ccccc12)N1CCC2(CC1)CC(O)CCO2 (stereo unspecified)	-12%
O=C(NCc1ccccc1)N1CCN(C(=O)N2CC3CC(C2)[C@H]2CCCC(=O)N2C3)CC1 (stereo partly specified)	-16%
Cc1cc(C(=O)N[C@@H]2CN(Cc3ccccc3)C[C@H]2CN(C)C)nn1C	7%
CN1CCOC[C@H]2CCN(C(=O)c3ccoc3)C[C@H]21	0%
Cc1[nH]c(=O)[nH]c(=O)c1CN1CCCC(CCc2ccc(F)cc2F)C1 (stereo unspecified)	?
Cc1ccccc1C(=O)Nc1nnc(SCc2cc(=O)n3ccccc3n2)s1	19%
Cc1ccc(C(=O)N2CCCCCCN(C)C(=O)[C@@H]3CCC[C@@H]32)cn1	-1%
Cc1cc2n(n1)CCC(=O)N2Cc1ccc(C(=O)Nc2cccc(C(F)(F)F)c2)cc1	i
Cc1nn(CCC(=O)NC(C)C)c(=O)c2nn(-c3ccccc3)c(C)c12	-8%
O=C(Cn1ncc2c3ccccc3n(Cc3cccc(Cl)c3)c2c1=O)NCc1cccs1	-19%
Cc1ccc(S(=O)(=O)n2nc(-c3ccc(Cl)cc3)nc2NCc2ccccc2)cc1	?
Cc1cc2nc(N(Cc3cccnc3)C(=O)c3ccc(Cl)s3)sc2cc1C	45%[activator]
O=C(NCc1ccc(F)cc1F)c1nnn2c1COC(c1ccc(Br)cc1)C2 (stereo unspecified)	-7%
CCN(CC)C(=O)N1CCCC(c2nc(-c3ccccc3)no2)CCNC(=O)CC1 (stereo unspecified)	i
CCOc1ccccc1NC(=O)Cn1c(C)cc2nc3n(c(=O)c21)CCCCC3	-12%
Cn1cccc1C(=O)N1CCC(c2nn(C)c3c2COCC3)CC1	i[5.79 µM]
O=C(NCCc1csc(-c2ccncc2)n1)C1CNCCO1 (stereo unspecified)	-5%
Cc1cccc(OCCc2noc(C3CN(C4CCN(Cc5ccccc5)CC4)C3)n2)c1	?
CN1[C@@H](CCC(=O)NCc2cccs2)CNC(=O)[C@@H]2[C@H]1CCN2C1CCOCC1	6%[44.1 µM]
CCOC(=O)c1cccc(NC(=O)c2sc3nc[nH]c(=O)c3c2C)c1	6%
COCCN1CC[C@H]2N(Cc3nc4c(cnn4C)c(=O)[nH]3)CCC[C@]2(C(=O)O)C1	-5%
CN(C)c1cccc(C(=O)NCC2CCN(c3cc(-c4ccc(F)cc4)[nH]n3)CC2)c1	?
Cc1cc(C2CCCN2C(=O)c2cc(C)c(C)c(S(N)(=O)=O)c2)on1 (stereo unspecified)	-4%
Cc1cccc2nc(C(=O)N3CCC4(CCNCC4)CC3)cn12	2%
O=C(c1ccc(Oc2ccccc2)cc1)N1CCOCC12CCN(Cc1ccccc1)CC2	-29%
O=C(N[C@@H]1CCOC[C@H]1OCCO)c1cc(-c2ccsc2)n[nH]1	-14%
O=c1n(-c2ccncc2)nc2n1CCN(Cc1ccc(C(F)(F)F)cc1)C2	7.9µM*
CCOC(=O)c1ccc(NC(=O)c2sc3ccccc3c2Cl)cc1	-5%
Cc1cc(NC(=O)c2oc3c(c2C)-c2[nH]ncc2CC3)ccc1Br	-30%
O=C(NC1CCCCC1)c1ccc2c(c1)N(Cc1ccc(Cl)cc1)C(=O)c1ccccc1S2=O (stereo unspecified)	?
CC(=O)NC1(C)CCCN(c2ccc(Oc3ccccc3)cc2)C1 (stereo unspecified)	18%[44.1 µM]
COc1cccc(COC2CN(CCc3ccccc3)C(=O)CN(C(=O)c3cc(C)nn3C)C2)c1 (stereo unspecified)	?
O=C(CCC1CCN(S(=O)(=O)c2cccc(F)c2)CC1)NCc1ccncc1	-17%
CCCS(=O)(=O)NC[C@H]1C[C@@H]2CCN1C[C@@H]2c1cc(-c2ccc(F)cc2)nn1C	i
CCOC(=O)c1c(S(=O)(=O)N2CCC(C(=O)NCc3cccc(OC)c3)CC2)c(C)n(C)c1C	i
COCC(=O)N(C1CCOCC1)C1CCN(C(=O)Cc2ccc(OC)cc2)CC1	50%[activator]
COCc1noc([C@@H]2CC(F)(F)CN2C(=O)Cc2ccc(F)cc2)n1	23%
COCCc1noc(-c2ccccc2OC2CN(C(=O)CCn3nc(C)cc3C)C2)n1	?
Cc1ccc([S+](=O)([O-])N2CCC3(CC2)CC(=O)N(c2ccccc2)c2ccccc2O3)cc1	?
O=C(Nc1cc(F)ccc1F)N1CCCC(Cn2c(C3CC3)nc3cccnc32)C1 (stereo unspecified)	-3%
C=CCN(Cc1cccc(OC)c1)C(=O)CCc1cccc(F)c1	-11%
COc1cccc(CN2CCC3(CC2)OC(=O)N(Cc2ccccc2)C3(C)c2ccccc2)c1 (stereo unspecified)	?
COc1cccc(CC(=O)N2CCC(Oc3ncccc3C(=O)N(C)C)C2)c1 (stereo unspecified)	36%
Cc1ccc(CN2CCC3(CC2)CC(=O)N(c2ccccc2)c2ccccc2O3)cc1	i
COc1ccc(OC)c(/C=C/C(=O)Nc2ccc(C(=O)OCCC(C)C)cc2)c1	?
C[C@H](C(=O)N1CCCC1)C1CC[C@@]2(C)Cc3sc(NC(=O)C4CC4)nc3[C@@H](C)[C@@H]2[C@H]1O (stereo partly specified)	?
CCC1CCCCN1CCNC(=O)CCc1cc2ccccc2[nH]c1=O (stereo unspecified)	i
CCOc1ccccc1-n1nnc(S(=O)(=O)c2ccc(C)cc2)c1N	9%
COc1cccc(C(=O)N2CCC(C(NC(=O)c3cccc(C)c3)C(=O)N3CCCC3)CC2)c1 (stereo unspecified)	i
Cc1ccc(-c2cc3c(=O)n(CCNC(=O)c4ccc5cc[nH]c5c4)ccn3n2)cc1C	i
O=C1CN(C(=O)c2ccc(Cl)cc2Cl)C(c2ccc(F)cc2)c2cc(F)ccc2N1 (stereo unspecified)	-12%
COCCn1ncc(N2CCCC(CC(=O)NCc3cc(F)cc(F)c3)C2)cc1=O (stereo unspecified)	-16%
CN(CCc1ccccn1)[C@H]1[C@@H]2OC[C@@H](O2)[C@@H](NC(=O)Nc2cccc(C(F)(F)F)c2)[C@@H]1O	-1%
O=[S+]([O-])(c1cccc(C(F)(F)F)c1)N1CCC2(CC(c3cccc(C(F)(F)F)c3)=NO2)C1 (stereo unspecified)	?

Among those listed so far, two have an aryl thioether with sulfur outside any ring.
canonical_smiles	Pf Dd2 growth
CSc1ncc(Cl)c(C(=O)Nc2c(C(=O)c3ccc(C)c(F)c3)oc3ccccc23)n1	34%[activator]
Cc1ccccc1C(=O)Nc1nnc(SCc2cc(=O)n3ccccc3n2)s1	19%

This is a subset; rates above refer to the full screens.
